Compound activity as filed in PubChem BioAssay.
TLR4-MyD88 inh: blocks binding of human TLR4 to MyD88. O00206. Cell-based TLR4-MyD88 binding inhibition assay. inhibition, % at 10 µM. 0.06% of 16,000 active. AID 811; in the data active = inhibition above about 45%
KOR antag MB: blocks the human kappa opioid receptor, Maybridge compounds | inhibition, % at 9 µM | P41145 | 0.4% of 16,000 active | OPRK1 cells, antagonist mode, fluorescence readout; in the data active = inhibition above about 50%
Nox1 inh: inhibitors of human NADPH oxidase 1 (Nox1) | Q9Y5S8 | inhibition, % at 6.7 µM | HT29 cells, luminol chemiluminescence ROS | 0.81% of 16,000 active
S1P1 agonist: S1P1 (human) receptor agonism. S1P1 agonist cell-based reporter assay. activation, % at 4.5 µM. 1.5% of 16,000 active; in the data active = activation above about 80%
Target sequence (P21453 whole entry, looked up): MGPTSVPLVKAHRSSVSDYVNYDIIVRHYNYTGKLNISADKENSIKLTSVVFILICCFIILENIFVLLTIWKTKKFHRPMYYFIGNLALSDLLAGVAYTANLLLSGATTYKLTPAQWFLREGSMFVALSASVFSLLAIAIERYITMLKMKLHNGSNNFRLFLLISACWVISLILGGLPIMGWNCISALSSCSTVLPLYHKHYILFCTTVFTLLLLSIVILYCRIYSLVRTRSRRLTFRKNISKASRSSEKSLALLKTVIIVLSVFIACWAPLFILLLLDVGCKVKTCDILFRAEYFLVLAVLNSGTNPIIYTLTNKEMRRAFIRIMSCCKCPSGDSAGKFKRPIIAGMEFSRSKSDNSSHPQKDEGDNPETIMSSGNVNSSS
rat GALR2 agon: agonists of rat galanin receptor 2 (GALR2); O08726; cell-based GALR2 agonist screen; activation, % at 10 µM; 0.5% of 16,000 active; AID 833; in the data active = activation above about 15%
PME-1 Maybridge: Maybridge compound blocking human PME-1. Q9Y570. recombinant PME-1, FP-Rh probe fluorescence polarization. inhibition, % at 9 µM. 0.5% of 16,000 active; in the data active = inhibition above about 30%
Target sequence (Q9Y570 whole entry, looked up): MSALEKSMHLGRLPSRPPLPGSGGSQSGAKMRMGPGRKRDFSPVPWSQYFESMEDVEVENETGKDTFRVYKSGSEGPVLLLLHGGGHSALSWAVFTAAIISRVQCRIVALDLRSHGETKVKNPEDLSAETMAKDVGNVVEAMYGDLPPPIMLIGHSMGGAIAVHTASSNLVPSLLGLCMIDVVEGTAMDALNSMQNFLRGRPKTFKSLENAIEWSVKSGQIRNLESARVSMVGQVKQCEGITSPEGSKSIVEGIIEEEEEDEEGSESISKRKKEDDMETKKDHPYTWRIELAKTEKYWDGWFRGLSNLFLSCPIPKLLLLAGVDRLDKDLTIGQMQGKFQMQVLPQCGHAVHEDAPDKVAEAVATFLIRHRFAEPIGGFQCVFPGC
NOTCH agonist: NOTCH pathway agonism | NOTCH signaling luciferase reporter cells, luminescence | AID 434982 | 0.4% of 15,000 active | activation, % at 2.5 µM; in the data active = activation above about 2.2%
luminol inh ctr: luminol signal inhibition, Nox1 inhibitor counter-screen; HRP/luminol/H2O2 chemiluminescence counterscreen; inhibition, % at 6.7 µM; 0.4% of 16,000 active; AID 1823; note: reference of the scale not given here
* marks the source's active call; other numbers are inactive results; / = not tested or not shown. Cut-off read from the data, not from the text of the source, unless noted: active = inhibition above about 75%; inactive = the rest.

Key to letters: A = TLR4-MyD88 inh; B = KOR antag MB; C = Nox1 inh; D = S1P1 agonist; E = rat GALR2 agon; F = PME-1 Maybridge; G = NOTCH agonist; H = luminol inh ctr
> CCNc1nc(NC(C)C)nc(SC)n1
  A: 0 | B: 24 | C: -26 | D: -18 | E: -3 | F: 1 | G: -0.3 | H: 2
> Cc1nc2cc(Cl)ccc2c(=O)n1-c1ccc(Cl)cc1
  A: -1 | B: -28 | C: 0 | D: 13 | E: -11 | F: 0 | G: 0.0 | H: -2
> O=C1CC(C(=O)c2cccs2)CO1 (centres undefined)
  A: -4 | B: 8 | C: -12 | D: 9 | E: -5 | F: 8 | G: -0.1 | H: 0
> O=[N+]([O-])/C=C/c1ccc(OCc2ccccc2)cc1
  A: -6 | B: 62* | C: -48 | D: 22 | E: -9 | F: -7 | G: -0.5 | H: 3
> COc1ccccc1N1CCN(Cc2ccc(C)cc2)CC1
  A: 2 | B: 9 | C: -33 | D: -7 | E: -1 | F: -2 | G: -0.1 | H: 3
> Cc1cc(C(=O)N2CCC3(CC2)OCCO3)no1
  A: 8 | B: -1 | C: -13 | D: 8 | E: -7 | F: -1 | G: -0.3 | H: 2
> c1ccc2c(c1)ccc1c3ccc4ccccc4c3[nH]c21
  A: 0 | B: -3 | C: -41 | D: 2 | E: -7 | F: -2 | G: -0.2 | H: -1
> Cc1cc(Br)ccc1-n1c(=S)[nH]c2ccccc2c1=O
  A: 10 | B: 3 | C: -20 | D: 6 | E: -2 | F: -1 | G: -0.2 | H: -1
> CC(=O)N1N=C(c2cccnc2)OC1(C)C
  A: -6 | B: -4 | C: -22 | D: 30 | E: -7 | F: 6 | G: -0.1 | H: -9
> C=CCSc1nc2ccccc2c(=O)n1-c1ccc(OC)cc1
  A: 6 | B: -8 | C: 21 | D: 13 | E: -1 | F: 6 | G: -0.2 | H: -8
> Clc1cc(Br)ccc1NC1=NCCS1
  A: -12 | B: -18 | C: -64 | D: -6 | E: 1 | F: 3 | G: -0.6 | H: -1
> O=C1C(c2ccccc2)C(=O)N(c2ccccc2)C(=O)N1c1ccccc1
  A: 3 | B: -44 | C: -68 | D: -21 | E: -5 | F: -3 | G: -0.5 | H: 5
> Cc1ccc(Cn2nc(C(=O)Nc3ccccc3)cc2C)cc1
  A: -18 | B: -38 | C: 45 | D: 23 | E: -13 | F: 1 | G: / | H: 4
> CC(=O)OC12CCC(=O)C=C1CCC1C3CCC(=O)C3(C)CCC12 (centres undefined)
  A: 4 | B: 0 | C: -6 | D: 9 | E: -5 | F: -11 | G: 0.9 | H: -3
> CC(=O)OC1CCC2C3C=CC4=CC(=O)C=CC4(C)C3CCC12C (centres undefined)
  A: 17 | B: -9 | C: -33 | D: 9 | E: -7 | F: 5 | G: 0.3 | H: 0
> Cn1c(C=C(C#N)C#N)ccc1S(C)(=O)=O
  A: 6 | B: 10 | C: 16 | D: -4 | E: -7 | F: 5 | G: 0.9 | H: -1
> Nc1ccncc1Br
  A: -10 | B: 6 | C: -18 | D: -23 | E: -3 | F: 7 | G: -1.1 | H: -5
> Cc1cc(C)c(C=C(C#N)C#N)[nH]1
  A: -2 | B: -5 | C: 6 | D: -3 | E: -3 | F: 0 | G: -0.5 | H: -2
> CC1CN(C(=O)COc2ccccc2OC(=O)N(C)C)CC(C)O1 (centres undefined)
  A: 11 | B: -13 | C: -71 | D: -9 | E: -5 | F: 0 | G: 0.7 | H: 1
> CC1=NCCc2c1[nH]c1cc(O)ccc21
  A: 31 | B: 29 | C: 21 | D: 12 | E: -10 | F: 2 | G: 0.7 | H: 10
> O=C1NC(=O)C(=Cc2cccc(OCc3ccccc3)c2)C(=O)N1
  A: 0 | B: 12 | C: -47 | D: 0 | E: -6 | F: 0 | G: 0.5 | H: 0
> O=[N+]([O-])c1cccc(C(O)C(Cl)(Cl)Cl)c1 (centres undefined)
  A: -6 | B: -7 | C: -23 | D: 16 | E: -7 | F: 1 | G: -0.8 | H: 3
> N#C/C(=C\c1cnc[nH]1)S(=O)(=O)c1ccc(Cl)cc1
  A: -4 | B: -12 | C: -25 | D: -12 | E: -2 | F: 8 | G: -0.8 | H: -2
> CC(C)(C)OC(=O)NC1CCN(C(=O)c2ccc(Cl)cc2Cl)CC1
  A: -6 | B: 2 | C: 17 | D: 2 | E: 0 | F: 3 | G: -0.5 | H: -4
> N#CC1CC2CC1N(Cc1ccccc1)C2 (centres undefined)
  A: 6 | B: -2 | C: 3 | D: -1 | E: -6 | F: 3 | G: -0.7 | H: -2
> C#CCSc1nc(C)c(Cc2c(F)cccc2Cl)c(OC(=O)N(C)C)n1
  A: -5 | B: -11 | C: 5 | D: 14 | E: -9 | F: 6 | G: -0.5 | H: -3
> Nc1c([N+](=O)[O-])cncc1[N+](=O)[O-]
  A: 6 | B: 20 | C: -96 | D: 111* | E: -4 | F: -7 | G: -0.3 | H: 2
> Cc1c(NC(=O)c2ccc(Cl)cc2)cc(-c2ccccc2)n1CCCN1CCOCC1
  A: -14 | B: -3 | C: -4 | D: 3 | E: -11 | F: 5 | G: -0.2 | H: 6
> CN(C)C(=O)Oc1cc(C(F)(F)F)nc(C2CC2)n1
  A: 2 | B: -7 | C: -35 | D: -5 | E: -7 | F: 3 | G: / | H: -1
> OC(CN1CC=C(c2ccccc2)CC1)C(F)(F)F (centres undefined)
  A: / | B: 2 | C: -54 | D: 15 | E: -3 | F: -3 | G: -0.6 | H: 2
> CN(C)C(=O)Oc1cccc(NC(=O)c2ccccc2C(F)(F)F)c1
  A: 3 | B: -3 | C: -39 | D: 5 | E: -8 | F: 1 | G: 0.5 | H: 1
> COC(=O)c1ccc(-c2ccc(C(=O)OC)cc2)cc1
  A: 2 | B: 20 | C: 3 | D: -3 | E: -7 | F: 7 | G: -0.1 | H: -5
> CCOC(=O)C1(O)C(=O)Nc2cc(OC)cc(OC)c21 (centres undefined)
  A: / | B: 15 | C: -46 | D: -6 | E: -6 | F: -2 | G: 0.1 | H: 1
> O=C1NC(=S)NC(=O)C1=Cc1cccnc1
  A: -2 | B: 0 | C: -4 | D: 6 | E: -3 | F: 0 | G: -0.4 | H: 10
> O=[N+]([O-])/C=C/c1ccc(Cl)cc1Cl
  A: 7 | B: -9 | C: -5 | D: -14 | E: -7 | F: 1 | G: -1.9 | H: -1
> CN1CCN(c2ccccc2C=C(C#N)C#N)CC1
  A: -1 | B: 10 | C: 12 | D: -26 | E: 0 | F: 2 | G: 0.3 | H: 0
> CCO/N=C(\C)c1ccc(C)nc1
  A: 8 | B: 1 | C: -13 | D: 14 | E: -8 | F: 3 | G: -0.5 | H: -6
> CC(=O)Nc1nc(C)c(Oc2ccccc2)c(OC(=O)N(C)C)n1
  A: 9 | B: 6 | C: 17 | D: 6 | E: -3 | F: 0 | G: 0.0 | H: -2
> O=[N+]([O-])/C=C/c1ccc([N+](=O)[O-])cc1
  A: -9 | B: 12 | C: -41 | D: 26 | E: -9 | F: -4 | G: -0.7 | H: 4
> COc1ccc(/C=C/[N+](=O)[O-])cc1
  A: / | B: 39 | C: -9 | D: -2 | E: 3 | F: 4 | G: -0.3 | H: -4
> O=S1(=O)CC2SC2C1 (centres undefined)
  A: -13 | B: 16 | C: 24 | D: -2 | E: -7 | F: 2 | G: 0.2 | H: -22
> CNCC(O)c1ccc([N+](=O)[O-])cc1 (centres undefined)
  A: -3 | B: -23 | C: 9 | D: -8 | E: -7 | F: 4 | G: -0.9 | H: -2
> Cc1ccc(NC(=O)N(C)C)cc1Cl
  A: -20 | B: 1 | C: -11 | D: -5 | E: -4 | F: 5 | G: -0.7 | H: -2
> CNC(=O)O/N=C/c1nn(C(C)=O)cc1Br
  A: -8 | B: -16 | C: 9 | D: -2 | E: -4 | F: 4 | G: -0.6 | H: -6
> CC(C)C1(O)c2ccccc2-c2ncccc21 (centres undefined)
  A: -8 | B: -1 | C: -24 | D: 5 | E: -7 | F: -1 | G: 1.2 | H: -2
> O=C1NC(=S)NC(=O)C1=Cc1ccco1
  A: 3 | B: 22 | C: -54 | D: -7 | E: 11 | F: -13 | G: -0.3 | H: 11
> CN(C)C(=O)O/N=C(\N)c1ccc(OCc2ccccc2F)cc1
  A: -12 | B: 36 | C: -10 | D: 1 | E: -7 | F: 1 | G: 0.1 | H: -2
> Fc1ccc(NC2=NCCN2)cc1
  A: -1 | B: 32 | C: 11 | D: 3 | E: -4 | F: 10 | G: 0.4 | H: -6
> Clc1ccccc1CC1=NCCN1
  A: 9 | B: -12 | C: -58 | D: -27 | E: -3 | F: -4 | G: -0.6 | H: 2
> N=C(N[N+](=O)[O-])N1CCSCC1
  A: 4 | B: 20 | C: 21 | D: 12 | E: -1 | F: 6 | G: -0.6 | H: -6

2 of the compounds above, field by field.
CC(=O)OC1CCC2C3C=CC4=CC(=O)C=CC4(C)C3CCC12C (centres undefined)
- TLR4-MyD88 inh = 17
- KOR antag MB = -9
- Nox1 inh = -33
- S1P1 agonist = 9
- rat GALR2 agon = -7
- PME-1 Maybridge = 5
- NOTCH agonist = 0.3
- luminol inh ctr = 0

Cn1c(C=C(C#N)C#N)ccc1S(C)(=O)=O
- TLR4-MyD88 inh = 6
- KOR antag MB = 10
- Nox1 inh = 16
- S1P1 agonist = -4
- rat GALR2 agon = -7
- PME-1 Maybridge = 5
- NOTCH agonist = 0.9
- luminol inh ctr = -1

Further results follow.
Key to letters: A = TLR4-MyD88 inh; B = KOR antag MB; C = Nox1 inh; D = S1P1 agonist; E = rat GALR2 agon; F = PME-1 Maybridge; G = NOTCH agonist; H = luminol inh ctr
> CC(=O)c1cc(C(C)(C)C)cc2c1CCC2(C)C
  A: 2 | B: 14 | C: -27 | D: 5 | E: -2 | F: -1 | G: -0.1 | H: -2
> O=c1c2ccccc2[nH]c(=S)n1-c1ccc(F)cc1
  A: -5 | B: -21 | C: -16 | D: -26 | E: -2 | F: -4 | G: -0.1 | H: 0
> Fc1cccc(Cl)c1CN1CCN(Cc2c(F)cccc2Cl)CC1
  A: 5 | B: -5 | C: -12 | D: 1 | E: -6 | F: 0 | G: -0.1 | H: -3
> C=CCC1(NCCc2ccccc2)CCCCC1
  A: 6 | B: 0 | C: -60 | D: -8 | E: -4 | F: -2 | G: -0.2 | H: 0
> COc1ccc(OC)c(NC2=NCCS2)c1
  A: 9 | B: -13 | C: -43 | D: 23 | E: -4 | F: -1 | G: -0.2 | H: 5
> c1ccc2c(CN3CCC(N4CCCCC4)CC3)c[nH]c2c1
  A: 4 | B: 18 | C: 9 | D: 30 | E: -2 | F: 1 | G: 0.0 | H: -4

10 entries from above, arranged by SMILES length, falling.
Key to letters: A = TLR4-MyD88 inh; B = KOR antag MB; C = Nox1 inh; D = S1P1 agonist; E = rat GALR2 agon; F = PME-1 Maybridge; G = NOTCH agonist; H = luminol inh ctr
> CN(C)C(=O)O/N=C(\N)c1ccc(OCc2ccccc2F)cc1
  A: -12 | B: 36 | C: -10 | D: 1 | E: -7 | F: 1 | G: 0.1 | H: -2
> Fc1cccc(Cl)c1CN1CCN(Cc2c(F)cccc2Cl)CC1
  A: 5 | B: -5 | C: -12 | D: 1 | E: -6 | F: 0 | G: -0.1 | H: -3
> O=c1c2ccccc2[nH]c(=S)n1-c1ccc(F)cc1
  A: -5 | B: -21 | C: -16 | D: -26 | E: -2 | F: -4 | G: -0.1 | H: 0
> CC(=O)c1cc(C(C)(C)C)cc2c1CCC2(C)C
  A: 2 | B: 14 | C: -27 | D: 5 | E: -2 | F: -1 | G: -0.1 | H: -2
> CNC(=O)O/N=C/c1nn(C(C)=O)cc1Br
  A: -8 | B: -16 | C: 9 | D: -2 | E: -4 | F: 4 | G: -0.6 | H: -6
> CC(C)C1(O)c2ccccc2-c2ncccc21 (centres undefined)
  A: -8 | B: -1 | C: -24 | D: 5 | E: -7 | F: -1 | G: 1.2 | H: -2
> O=C1NC(=S)NC(=O)C1=Cc1ccco1
  A: 3 | B: 22 | C: -54 | D: -7 | E: 11 | F: -13 | G: -0.3 | H: 11
> N=C(N[N+](=O)[O-])N1CCSCC1
  A: 4 | B: 20 | C: 21 | D: 12 | E: -1 | F: 6 | G: -0.6 | H: -6
> COc1ccc(OC)c(NC2=NCCS2)c1
  A: 9 | B: -13 | C: -43 | D: 23 | E: -4 | F: -1 | G: -0.2 | H: 5
> Clc1ccccc1CC1=NCCN1
  A: 9 | B: -12 | C: -58 | D: -27 | E: -3 | F: -4 | G: -0.6 | H: 2

Only part of the results is shown, so the mix of outcomes need not match the whole.
